Screening results (PubChem)
LmPK inh = qHTS Assay for Inhibitors of Leishmania Mexicana Pyruvate Kinase (LmPK); Q27686; purified LmPK, Kinase-Glo ATP luminescence, 1 h; Potency, µM (titrated, usually from 57.5 µM), for the others: at the highest dose activity change, negative = inhibition, hits mostly inhibitors; 0.37% of 290,000 active; AID 1721, 2009; also: potency is read from the fitted curve at half-maximal effect; % is scaled to controls: 0 for no effect and ±100 for the full control effect
Target sequence (Q27686 whole entry, looked up): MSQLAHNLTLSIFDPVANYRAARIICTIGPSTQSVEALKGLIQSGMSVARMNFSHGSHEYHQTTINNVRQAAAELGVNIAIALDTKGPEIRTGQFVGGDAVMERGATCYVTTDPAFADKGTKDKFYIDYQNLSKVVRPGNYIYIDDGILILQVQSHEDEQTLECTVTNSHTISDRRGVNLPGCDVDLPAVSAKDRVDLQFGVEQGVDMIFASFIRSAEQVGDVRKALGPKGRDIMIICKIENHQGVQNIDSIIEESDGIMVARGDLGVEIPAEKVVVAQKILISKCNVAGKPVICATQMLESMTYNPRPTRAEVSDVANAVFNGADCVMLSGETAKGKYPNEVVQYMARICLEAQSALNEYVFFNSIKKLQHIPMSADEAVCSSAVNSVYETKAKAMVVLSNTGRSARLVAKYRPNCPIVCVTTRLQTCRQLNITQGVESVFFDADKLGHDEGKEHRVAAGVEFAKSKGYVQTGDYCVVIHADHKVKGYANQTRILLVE
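0.1 nM LmPK, 0.5 mM PEP, 0.1 mM ADP; 50 mM imidazole pH 7.2, 7 mM MgCl2, 50 mM KCl; 1 h RT. Kinase-Glo luminescence readout, normalized to no-enzyme (full inhibition) and uninhibited wells.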
Shiga toxin inh = A qHTS for Small Molecule Inhibitors of Shiga Toxin; AID 2315, 2010; Vero cells, Shiga toxin protein synthesis inhibition reporter; inhibition, % at 38.7 µM; 9.2% of 290,000 active; in the data active = inhibition mostly above about 28%, no sharp cut-off; inactive = mostly below about 43%; also: 0% is about no effect
Cycloheximide cs = Cycloheximide Counterscreen for Small Molecule Inhibitors of Shiga Toxin; 12% of 300,000 active; cell reporter, cycloheximide protein synthesis inhibition counterscreen; max response, %; in the data active = max response mostly above about 13%, no sharp cut-off; inactive = mostly below about 14%; also: read at 38.3 µM for the half of the compounds with a filed dose; 0% is about no effect
TbPYK inhibitor = qHTS of Trypanosoma Brucei Inhibitors | TbPYK enzyme, Kinase-Glo Plus ATP luminescence, 45 min | Potency, µM (doses to about 76.8 µM), for the others: top-dose activity, negative = inhibition, hits mostly inhibitors | 0.12% of 410,000 active | AID 624173, 2012; also: potency is read from the fitted curve at half-maximal effect; % is scaled to controls: 0 for no effect and ±100 for the full control effect; nearly all actives have a fitted effect of over 50% in size
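TbPYK + substrate in 50 mM TEA pH 7.2, 100 mM KCl, 10 mM MgCl2, 0.05% BSA, 0.01% Tween-20; cpd pinned; ADP 130 uM final; 45 min RT; Kinase-Glo Plus 10 min; luminescence endpoint.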
Pf growth 96h = Primary qHTS for delayed death inhibitors of the malarial parasite plastid, 96 hour incubation | P. falciparum luciferase reporter growth, 96 h | Potency, µM (highest dose often 28.7 µM), for the others: top-dose activity change, negative = inhibition, most hits filed as inhibitors | 6.9% of 320,000 active; also: potency is read from the fitted curve at half-maximal effect; % is scaled to controls: 0 for no effect and ±100 for the full control effect
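Plates of compound plus infected erythrocytes (2% hematocrit, 0.05% parasitemia final) incubate 96 hours, 37 C, 5% CO2. Detection reagent added; reduced luminescence from the parasites' luciferase reporter flags inhibition.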
AmpC no deterg = qHTS Inhibitors of AmpC Beta-Lactamase (assay without detergent); P00811; AmpC nitrocefin hydrolysis, absorbance 480 nm, 0.0001% Triton; Potency, µM (highest dose often 57.1 µM), inactives show top-dose activity change, negative = inhibition, hits mostly inhibitors; 0.52% of 330,000 active; AID 485341, 2010;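 also: potency is read from the fitted curve at half-maximal effect; plate controls were no compound for no effect and no enzyme for full effect; nearly all actives have a fitted effect of over 20% in size; some results filed as inactive show a strong effect at the top dose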
Target sequence (P00811 whole entry, looked up): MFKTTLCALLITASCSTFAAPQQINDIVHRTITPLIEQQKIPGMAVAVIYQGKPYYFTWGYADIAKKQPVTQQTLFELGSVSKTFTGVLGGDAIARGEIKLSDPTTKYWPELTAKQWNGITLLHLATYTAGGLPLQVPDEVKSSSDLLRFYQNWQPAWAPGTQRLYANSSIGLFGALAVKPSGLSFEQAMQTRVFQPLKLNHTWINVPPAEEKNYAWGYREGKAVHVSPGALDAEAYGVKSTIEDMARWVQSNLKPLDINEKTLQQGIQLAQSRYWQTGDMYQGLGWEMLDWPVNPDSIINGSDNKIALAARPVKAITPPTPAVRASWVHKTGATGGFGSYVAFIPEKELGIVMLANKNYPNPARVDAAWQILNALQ
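20 mM phosphate pH 7.0 + 0.01% (detergent screen) or 0.0001% Triton X-100; 5.3 nM AmpC reagent; cpd preinc 15 min RT; nitrocefin (800 uM stock) to start; A480 q20 s × 4 min; Activity was normalised to no-enzyme and no-compound control wells.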
Pf growth 48h = Primary qHTS for delayed death inhibitors of the malarial parasite plastid, 48 hour incubation | 5.9% of 310,000 active | AID 504832, 2011 | P. falciparum luciferase growth in erythrocytes, 48 h | Potency, µM (series often up to 28.7 µM), without a hit: at the top dose activity change, negative = inhibition, actives largely listed as inhibitors; also: potency is read from the fitted curve at half-maximal effect; % is scaled to controls: 0 for no effect and ±100 for the full control effect
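Growth was read as firefly luciferase luminescence after a 48 h, 37 C, 5% CO2 exposure of compounds to reporter-bearing P. falciparum cultures (0.1% parasitemia, 2% hematocrit final) in Albumax-supplemented RPMI 1640.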
* = called active by the depositor; ? = inconclusive; / = not tested or not shown; & = joins results of further samples; [ ] = remark or other dose. Unless noted, calls follow the shape of the dose curve; as a rule, active = well fitted curve in the direction sought with a large enough effect; inconclusive = small, poorly fitted or top-dose-only effect, or another doubt; inactive = no such curve, though single readings can be large; an effect the other way counts as inactive or inconclusive.

SMILES	LmPK inh	Shiga toxin inh	Cycloheximide cs	TbPYK inhibitor	Pf growth 96h	AmpC no deterg	Pf growth 48h
Cc1cc(C)c(S(=O)(=O)N(C)CC(N)=O)c(C)c1	0%	-10	-3	-11%	20%	3%	13%
CCCCC(=O)Nc1nc2c(OC)cc([N+](=O)[O-])cc2s1	-2%	23	3	-3%	?	-16%	?
Clc1cccc(Oc2ncc(CN3CCOCC3)s2)c1	-1%	25	20*	-7%	92%[activator]	-17%	58%[activator]
CS(=O)(=O)N(CC(=O)O)c1cccc(Cl)c1	-6%	-12	-2	1%	/	-8%	3%
CCC1(c2ccc(F)cc2)NC(=O)N(CC(=O)Nc2cc(S(=O)(=O)N(C)C)ccc2Cl)C1=O (centres undefined)	2%	-8	-2	9%	?	-4%	?
Fc1ccc(C2=Nn3c(nnc3-c3n[nH]c4c3CCC4)SC2)cc1	11%	-21	4	-20%	?	-21%	/
O=C(Nc1ccc([N+](=O)[O-])cc1)Nc1ccc(Cl)cc1F	2%	-6	9	3%	33%	-26%	4.1µM*
Nc1nonc1-n1nnc(C(=O)N/N=C/c2ccc(Br)cc2)c1-c1ccc2c(c1)OCO2	4%	-4	-1	2%	0.059µM*	-43%	0.21µM*
Cc1ccc(S(=O)(=O)N(CC(=O)N2CCOCC2)C2CCCCC2)cc1	3%	1	-2	4%	12%	4%	10%
Cc1ccc([N+](=O)[O-])cc1-c1[nH]c(-c2ccc(O)c(O)c2)nc1-c1ccccc1	3%	1	-4	-6%	20%	-38%	/
CCCCc1c(C)nn(-c2nnc3c4ccccc4n(CC)c3n2)c1C	3%	11	4	-10%	16%	40%	?
CC(=O)c1ccc(S(=O)(=O)N2CCN(C(C)=O)CC2)cc1	6%	-9	-1	2%	25%	-5%	0%
Cc1ccc(S(=O)(=O)c2c(C)nn(-c3ccccc3)c2OC(=O)c2ccc(Br)o2)cc1	0%	1	-3	-14%	-1%	-25%	-4%
O=[N+]([O-])c1cccc(-c2ncc3ccccn23)c1	1%	68*	31*	-2%	50%[activator]	-9%	?
CC(=O)c1cc(C#N)c(Oc2ccc(F)cc2)nc1C	4%	-13	-4	-3%	0%	53%[activator]	3%
C=CCSc1nc2sc3c(c2c(=O)n1-c1ccccc1)CCN(C)C3	1%	-7	-3	4%	0.59µM*	88%[activator]	?
O=C(C1CCN(Cc2nc(-c3ccc(Cl)cc3)no2)CC1)N1CCOCC1	-1%	93	0	-15%	0%	92%[activator]	26%
Cc1ccc(Nc2cc(-n3cccn3)ncn2)c(C)c1	-5%	22	28*	4%	-26%	-10%	/
CCCCNC(=O)NCc1cnn(C)c1C	1%	-10	-5	0%	-102%	-1%	-70%
Cn1c(=O)c(Oc2ccc(Cl)cc2)c(O)c2ccccc21	-1%	-4	-3	4%	-8%	-25%	14%
CCCCCN(C(=O)CCC(=O)OCC(=O)N(C)c1ccccc1)c1c(N)n(CCCC)c(=O)[nH]c1=O	/	/	/	0%	19%	137%[activator]	12%
COc1ccc(O)c(C(=O)/C=C/c2cc3ccccc3o2)c1	2%	18	37	1%	/	-44%	/
CCCCC1CC(/C(C)=N/NC(N)=O)OC1=O (centres undefined)	0%	-3	-4	-3%	16%	-13%	-6%
CCCCc1cc(=O)oc2cc(C)cc(OCC(=O)NCc3cccnc3)c12	0%	-3	-3	-5%	9.3µM*	85%[activator]	10µM*
CC(C)C(NS(=O)(=O)c1ccc2c3c(cccc13)C(=O)N2)C(=O)O (centres undefined)	4%	-11	-2	2%	-40%	-15%	/
CC(=O)Nc1cccc(C(=O)/C=C/c2ccc(N(C)C)cc2)c1	3%	76*	42*	2%	105%[activator]	-35%	118%[activator]
OC1CSc2nc3ccccc3n2C1 (centres undefined)	4%	-3	-3	-13%	14%	-14%	-2%
O=C(Cn1cnc2c(nnn2Cc2ccccc2)c1=O)NCc1ccccc1Cl	0%	-19	1	0%	-11%	-28%	-19%
COc1ccc(C(=O)OC(COc2ccccc2)Cn2ccnc2)cc1 (centres undefined)	1%	3	-2	5%	-8%	13%	?
CCOC(=O)C1C(=O)NCC1c1ccccc1 (centres undefined)	10%	-12	-1	3%	3%	-10%	/
CC(=O)Nc1cc(C(=O)NCc2ccco2)ccc1Sc1ccc(F)cc1	-6%	1	7	1%	?	2%	1%
CCCN(CC(=O)Nc1ccccc1OC)C(=O)c1ccc2c(c1)NC(=O)C(C)S2 (centres undefined)	/	/	/	-7%	?	0%	10µM*
CC1CCC2(CC1)NC(=O)N(CC(=O)Nc1ccc3c(c1)CCC3)C2=O (centres undefined)	8%	7	1	-3%	10%	-15%	1%
Cc1ccc(NC(=O)C2CCCN(C(=O)NCc3ccccc3)C2)c(C)c1 (centres undefined)	-8%	-3	-4	-4%	?	-16%	-10%
COc1ccccc1Cn1c(=S)[nH]c2cc(C(=O)NC(C)C)ccc2c1=O	-4%	9	-3	-1%	-1%	-12%	?
Cc1cc(=O)c2cccc(Br)c2[nH]1	1%	12	-2	-4%	-19%	-20%	-20%
COC(=O)C1=C(C)N(CCc2cc(OC)c(OC)c(OC)c2)C(=O)N[C@H]1c1ccc(Br)cc1	3%	-8	-4	/	10µM*	35%	13µM*
O=C(Nc1ccc(Br)cc1)c1cc2ccccn2n1	-6%	64*	44*	5%	340%[activator]	-25%	181%[activator]
COc1ccc(CN2CCNCC2)c(OC)c1OC	0%	-8	-2	-12%	-22%	-2%&-16%	-65%
COc1ccc(NC(=S)N2CCN(c3ccccn3)CC2)cc1OC	2%	-1	4	4%	7.4µM*	0%	-14%
COc1ccc(S(=O)(=O)NC2CCCCCC2)c(OC)c1	-4%	-5	-2	0%	?	-1%	?
O=C(OCc1ccccc1Cl)c1cccnc1Cl	-19%	49	14	-3%	/	-19%	4%
O=C(NCCCN1CCOCC1)c1ccc(Cl)cc1[N+](=O)[O-]	-4%	1	-5	4%	6%	-28%	36%[activator]
Cc1snc(SCc2ccc(Cl)cc2)c1C#N	1%	46	11*	-4%	9%	-58%	1%[0.00184 µM]
COc1ccc(NS(=O)(=O)c2cccc(NC(=O)COc3ccc(OC)cc3)c2)cc1	4%	7	8	-8%	?	-46%	68%[activator]
CCOC(=O)c1cn(Cc2cccc(C)c2)nn1	-2%	2	-1	-5%	-8%	-13%	22%
CC(=O)Nc1ccc(Oc2ccc([N+](=O)[O-])cc2Cl)cc1	1%	-3	2	1%	-17%[5.75 µM]	-9%	9%
COC(=O)c1ccc(C(=O)OC)c(NC(=O)CSCc2ccc(Br)cc2)c1	2%	6	-4	-23%	?	77%[activator]	?
O=C(Nc1ccc(Cl)c(Cl)c1)N1CCOCC1	0%	37*	15	0%	23%	-17%	8%
Cc1ccc(C)c2nc3sc(C(=O)N4CCOCC4)c(N)c3cc12	8%	58*	27*	-13%	16%	1%	2%

New compounds follow.
SMILES	LmPK inh	Shiga toxin inh	Cycloheximide cs	TbPYK inhibitor	Pf growth 96h	AmpC no deterg	Pf growth 48h
CCNC(=S)NNC(=O)C1CCN(Cc2ccccc2)CC1	-15%	30	-2	1%	15%	-30%	366%[activator]
CC(C)CC(C(=O)NCC1CCCO1)N(C(=O)Cn1nnc(-c2ccc(F)cc2)n1)c1cccc(C(F)(F)F)c1 (centres undefined)	0%	0	1	/	0%	5%	?
O=C1NC(=O)/C(=C\c2ccc(Oc3ccc([N+](=O)[O-])cn3)cc2)S1	-11%	42*	34*	0%	-21%	-11%	6%
COc1ccc(-c2cc3c(=O)n(CC(=O)Nc4ccc(Cl)cc4)nc(C)n3n2)cc1	2%	8	11	-5%	?	-12%	0%
COC(=O)c1c(-c2ccc(OC)cc2)oc2ccc(-c3ccc(OC)nc3)cc12	4%	-7	1	-1%	-12%	-27%	5%
COC(=O)C1=CN(c2cc(C)cc(C)c2)C=C(C(=O)OC)C1c1cccc(F)c1	-2%	-8	-4	1%	?	-14%	12µM*
Cc1ccccc1-n1c(SCC(=O)N2CCCCC2)nc(O)cc1=O	0%	-14	1	-10%	?	-23%	-1%
CN(Cc1ccccc1)C(=O)C1CCCN1S(=O)(=O)c1ccc(Cl)cc1 (centres undefined)	/	/	/	2%	-30%	66%[activator]	-25%
CC1(C)Nc2ccccc2N(CCC(=O)N2CCOCC2)C1=O	-5%	-12	-2	1%	0%	-12%	-13%
O=C(Nc1nnc(S(=O)(=O)N2CCOCC2)s1)c1ccccc1Cl	-1%	-1	-3	-2%&-9%	15%	-25%	-14%
CCN(CC)S(=O)(=O)c1ccc(NC(=S)NC(=O)CC(C)C)cc1	-2%	-10	-4	-4%	?	-35%	?
Cc1cc(OCC(=O)N2CCN(c3ccccc3)CC2)c2c(C)c(C)c(=O)oc2c1	2%	-4	14	1%	32%[activator]	-12%	25%
O=C1OC(c2ccc3c(c2)OCO3)=N/C1=C\c1ccc(C(=O)O)cc1	10%	4	-4	-4%	2%	-21%	/
CCOC(=O)N1CCN(C(=O)CSCc2ccc(Br)cc2)CC1	0%	2	16	2%	-14%	103%[activator]	9%
CN(C)CCCN(C(=O)c1ccc(C(=O)c2ccccc2)cc1)c1nc2c(F)cccc2s1	-1%	-5	-2	-1%	-8%	100%[activator]	?
Cc1ccc(CNC(=O)Cn2ccc3cc(S(=O)(=O)N4CCCC4)ccc32)o1	4%	-2	0	-21%	34%	-40%	-2%
O=C(NCC(c1ccco1)N1CCN(c2ccc(F)cc2)CC1)C(=O)NC1CCCC1 (centres undefined)	/	/	/	3%	?	-16%	?
CN(C)CCNS(=O)(=O)c1ccc(N2CCN(c3ccc(F)cc3)CC2)c([N+](=O)[O-])c1	1%	-11	0	-13%	?	143%[activator]	12µM*
CN(C)S(=O)(=O)c1cc(C(=O)O)c(NC2CCCCC2)cc1Cl	3%	-24	1	-2%	16%	-29%	/
CN(Cc1cnccn1)Cc1nc(Cc2cccc(F)c2)no1	-10%	-2	1	0%	?	-9%	13%
O=Cc1cccn1-c1c(C(=O)O)cnn1-c1ccccc1	3%[11.5 µM]	-17	7	-2%	10µM*	-11%	16%
CCC(C)(C)C(=O)Nc1ccc(C(N)=O)cc1	2%	-12	2	-8%	/	-6%	-1%

Ordered by molecular weight (low to high): part of the list above.
SMILES	LmPK inh	Shiga toxin inh	Cycloheximide cs	TbPYK inhibitor	Pf growth 96h	AmpC no deterg	Pf growth 48h
CN(C)S(=O)(=O)c1cc(C(=O)O)c(NC2CCCCC2)cc1Cl	3%	-24	1	-2%	16%	-29%	/
CCN(CC)S(=O)(=O)c1ccc(NC(=S)NC(=O)CC(C)C)cc1	-2%	-10	-4	-4%	?	-35%	?
Cc1ccc(CNC(=O)Cn2ccc3cc(S(=O)(=O)N4CCCC4)ccc32)o1	4%	-2	0	-21%	34%	-40%	-2%
Cc1cc(OCC(=O)N2CCN(c3ccccc3)CC2)c2c(C)c(C)c(=O)oc2c1	2%	-4	14	1%	32%[activator]	-12%	25%
CN(C)CCCN(C(=O)c1ccc(C(=O)c2ccccc2)cc1)c1nc2c(F)cccc2s1	-1%	-5	-2	-1%	-8%	100%[activator]	?
